From PubChem
TDP1 block: inhibitors of human tyrosyl-DNA phosphodiesterase TDP1; AID 485290; recombinant TDP1, AlphaScreen DNA substrate cleavage; actives 0.28% (n = 350,000); Potency, µM (doses to about 130 µM), for the others: at the top dose activity change, negative = inhibition, usual class: inhibitors; Q9NUW8; further: nearly all actives have a fitted effect of over 40% in size
Target sequence (Q9NUW8 whole entry, looked up): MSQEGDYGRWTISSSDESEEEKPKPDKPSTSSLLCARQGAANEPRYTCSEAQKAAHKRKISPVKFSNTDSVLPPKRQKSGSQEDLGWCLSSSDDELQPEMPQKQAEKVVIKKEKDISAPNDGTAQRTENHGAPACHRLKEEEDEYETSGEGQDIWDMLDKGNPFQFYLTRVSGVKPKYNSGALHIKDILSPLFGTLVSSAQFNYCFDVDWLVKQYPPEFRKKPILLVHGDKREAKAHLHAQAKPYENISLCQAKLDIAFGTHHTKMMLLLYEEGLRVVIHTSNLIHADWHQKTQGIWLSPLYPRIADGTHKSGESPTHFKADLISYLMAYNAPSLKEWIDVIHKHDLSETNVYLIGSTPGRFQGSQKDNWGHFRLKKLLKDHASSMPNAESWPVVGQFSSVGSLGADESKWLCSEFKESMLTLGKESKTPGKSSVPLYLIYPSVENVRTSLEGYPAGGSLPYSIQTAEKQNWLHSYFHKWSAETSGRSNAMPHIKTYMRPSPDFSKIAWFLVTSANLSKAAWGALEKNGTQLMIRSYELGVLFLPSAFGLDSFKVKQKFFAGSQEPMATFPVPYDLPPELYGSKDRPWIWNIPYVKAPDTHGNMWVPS
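Enzyme-compound mixtures sat 15 min at room temperature, followed by a 5 min reaction with 15 nM final substrate and 10 min with AlphaScreen beads. Recombinant human Tdp1 was used at 1 nM final.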
TDP1 cell noCPT: qHTS for Inhibitors of human tyrosyl-DNA phosphodiesterase 1 (TDP1): qHTS in cells in absence of CPT. DT40 Tdp1-/- hTDP1 cells, no CPT, ATP luminescence, 48 h. Potency, µM (doses to about 46.2 µM), inactives show at the highest dose activity change, negative = growth inhibition, most hits filed as inhibitors. actives 15% (n = 420,000); further: nearly all actives have a fitted effect of over 55% in size
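Chicken DT40 Tdp1-/- cells stably complemented with human TDP1 were seeded at 400 cells/well with DMSO in place of 20 nM camptothecin. After compound pinning, cells grew at least 48 hr at 37 °C; viability read by CellTiter-Glo luminescence.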
DT40 TDP1 CPT: growth inhibition of DT40 Tdp1-/-;hTDP1 cells with camptothecin (screen for TDP1 inhibitors); chicken DT40 Tdp1-/-;hTDP1 cells + 20 nM CPT, ATP luminescence, 48 h; AID 686979; actives 12% (n = 420,000); Potency, µM (highest dose often 46.2 µM), for inactives: at the highest dose activity change, negative = growth inhibition, most hits filed as inhibitors; further: nearly all actives have a fitted effect of over 55% in size
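Chicken DT40 Tdp1-/- cells complemented with human TDP1, 400 cells/well, exposed to compounds plus 20 nM camptothecin for at least 48 h at 37 C; viability read as ATP content by CellTiter-Glo luminescence.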
* marks the source's active call; other numbers are inactive results; ? = inconclusive; . = not tested or not shown; + = active, no number; & = joins results of further samples; [ ] = remark or other dose. The call rests on the fitted dose curve; in most records, active means well fitted curve in the direction sought with a large enough effect; inconclusive means small, poorly fitted or top-dose-only effect, or another doubt; inactive means no such curve, though single readings can be large; an effect the other way counts as inactive or inconclusive. On the % scale 0 is the no-effect control and ±100 the full control effect; potency means the concentration at half of the fitted maximal effect.

SMILES | TDP1 block | TDP1 cell noCPT | DT40 TDP1 CPT
CN1CCN(C(=O)Nc2cccc3ccccc23)CC1 | 0.0% | -0.5% | 0.8%
CC(=O)N1CCN(S(=O)(=O)c2ccc(C)cc2)C1C(C)C (configuration not stated) | 0.0% | -2.9% | -4.8%
Cc1[nH]c2ccccc2c1[C@H]1[C@@H](CC#N)C1(C)C | 9.5% | ? | ?
CCCCc1nc(NCCO)c(C#N)c2c1CCCC2 | -0.6% | -26.5% | -12.2%
CCCCn1c(SCC(=O)c2ccc(O)cc2O)nc2cc(S(N)(=O)=O)ccc21 | . | 1.6% | -2.6%
Cc1nn(S(=O)(=O)c2ccc(F)cc2)c(C)c1S(=O)(=O)N1CCCCC1 | 1.1%&8.9% | 11.0%&4.9% | 0.1%&-4.6%
COc1ccc(C2NC(=O)NC(C)=C2C(=O)Nc2ccccc2)cc1OC (configuration not stated) | -2.2%[12.3 µM] | 0.3% | 6.5%
COc1cccc(Cn2c(SCc3ccc(C(=O)N4CCC(C)CC4)cc3)nc3ccncc32)c1 | 5.1% | 20.6µM* | 11.6µM*
COc1ccc(C(=O)NCCc2nnc3ccc(SCC(=O)Nc4ccccc4F)nn23)cc1 | 1.0% | -2.0% | -2.5%
CC(=O)Nc1ccc(C(=O)N2CCCCC2c2cc(C(=O)N3CCOCC3)no2)cc1 (configuration not stated) | . | -6.4% | -9.8%
CCC(C)NC(=O)COC(=O)Cc1sc(N)nc1-c1ccc(C)cc1 (configuration not stated) | 5.8% | 1.9% | 8.2%
O=C(Nc1ccc(S(=O)(=O)NCc2ccco2)cc1)C1CCCCC1 | -8.5% | -22.1% | -9.5%
Cc1ccccc1Cn1cc(NC(=O)c2nc3ncccn3n2)cn1 | 2.3% | -14.5% | -20.8%
CC(C)(C)c1ccc(C(O)c2ncc(-c3ccccc3Cl)[nH]2)cc1 (configuration not stated) | . | ? | ?
COc1cccc(-c2ccc(O)c(CNCc3cccc4ccccc34)c2)n1 | . | -19.3% | -6.0%
CCOc1ccc(CNS(=O)(=O)c2cc(-c3cc(C)no3)ccc2OC)cc1OC | -2.0% | 7.0% | -2.3%
CCn1c2ccccc2c2cc(NC(=O)COC(=O)c3cc(S(N)(=O)=O)c(Cl)cc3Cl)ccc21 | 3.6% | ? | -11.1%
CC(=O)Nc1ccc(S(=O)(=O)N2CCN(S(=O)(=O)c3ccc(NC(C)=O)cc3)CC2)cc1 | . | -3.5% | -2.0%
COc1cc(SC)ccc1C(=O)Nc1nc(C)cs1 | -7.7% | 11.6µM* | 20.6µM*
CC(C)CCNC(=O)CNC(=S)N(CCCN1CCOCC1)Cc1cccs1 | 1.2% | -1.4% | -0.4%
CC(NS(=O)(=O)c1ccc2c(c1)CC(=O)N2C)c1ccccc1 (configuration not stated) | 5.0% | ? | -6.5%
CC(=O)c1nn(-c2ccc(Cl)cc2)cc1C(=O)c1ccccc1 | . | -20.3% | -6.2%
CC(C)c1nc(CNC(=O)CCc2nnc(-c3ccsc3)o2)cs1 | 0.0% | 1.3% | 7.8%
Fc1ccc(N2CCN(c3ccc4c(C(F)(F)F)cc(C(F)(F)F)nc4n3)CC2)cc1 | 2.9% | -3.1% | -1.5%
O=C(NC(=S)Nc1ccc2c(c1)OCO2)c1ccc(Cl)cc1 | -3.4% | ? | ?
CCN1C[C@@H]2[C@@H]3C(=O)N(Cc4ccccc4)C(=O)[C@@H]3[C@](C)(C1=O)N2C(=O)c1ccc(C)cc1 | . | 11.7% | 1.8%
O=C(NCc1nc(-c2ccccc2)no1)c1cccs1 | 6.6% | -8.0% | -2.7%
COc1ccc(NC(=O)CCS(=O)(=O)c2ccc3nc(C)sc3c2)cc1OC | . | -15.6% | 10.6%
C/C(=N\NC(=O)c1ccc(N2CCCC2=O)cc1)c1ccncc1 | . | -21.1% | -1.3%
O=C(NNC(=O)c1cccnc1)Nc1cccc2ccccc12 | 7.0% | -9.1% | -13.7%
CC1=CC(c2ccccc2)NC(=S)N1 (configuration not stated) | 0.0% | -1.6% | -12.8%
C/C(=N\NC(=O)c1c(Cl)c(C)nn1C)c1cccc(NC(=O)COc2ccc(Cl)cc2)c1 | 6.5% | 16.4µM* | ?
C/C(=N\NC(=O)CCC(=O)O)c1c(-c2ccccc2)c2cc(Br)ccc2[nH]c1=O | . | 10.9% | -13.9%
CCN1C(=O)[C@H]2[C@@H](c3ccc(SC4CCCCC4)cc3)N[C@@](CC(C)C)(C(=O)OC)[C@H]2C1=O | -2.7% | 20.6µM* | ?
COc1ccc(CNC(=O)C2CCN(S(=O)(=O)c3ccc(N4CCCC4=O)cc3)CC2)cc1 | . | 11.6µM* | 25.9µM*
CCOC(=O)[C@@H]1[C@H]2COc3ccc(Br)cc3[C@@H]2N2C(=O)N(c3cccc(F)c3)C(=O)[C@@]12C | . | 18.4µM* | 25.9µM*
COc1ccc(/C=C/C(=O)Nc2cc(F)ccc2C)cc1S(=O)(=O)N1CCOCC1 | 2.3% | ? | ?
O=C(O)CCCNS(=O)(=O)c1ccc(Br)s1 | 6.6% | -12.2% | -4.0%
Cc1ccc2nc(-c3cccc(S(=O)(=O)N(C)C)c3)cn2c1 | -2.9% | ? | ?
CCn1nc(NS(=O)(=O)c2ccccc2[N+](=O)[O-])c2cc3cccc(C)c3nc21 | 8.1% | 10.4% | -2.3%
NS(=O)(=O)c1cccc(NC(=O)CCN2C(=O)C3CCCCC3C2=O)c1 (configuration not stated) | -2.3% | -2.6% | -0.1%
CCc1ccccc1NC(=O)c1cccs1 | 3.1% | -14.0% | -4.6%
N#Cc1c(NC(=O)CN2CCN(C(=O)c3ccco3)CC2)sc2c1CCCCC2 | -1.0% | ? | ?
Clc1ccc(-c2noc(-c3cccnc3N3CCN(c4ccccc4)CC3)n2)cc1 | 8.6% | ? | -32.7%
O=C(Oc1cccc(C(=S)N2CCOCC2)c1)c1cc([N+](=O)[O-])cc([N+](=O)[O-])c1 | 7.2% | -11.0% | 0.1%
CCCC(C(=O)NCC1CCCO1)N(Cc1ccccc1)C(=O)CNS(=O)(=O)c1ccccc1 (configuration not stated) | -4.5% | -4.1% | ?
O=C(c1ccc(CNS(=O)(=O)c2ccc(Br)cc2)cc1)N1CCCC1 | 0.0% | ? | -28.5%
COc1cccc(-c2cc(C(=O)NC3CCCC3)no2)c1 | 1.1% | -26.1% | -14.1%
CC1=C(C(N)=O)C(c2ccccc2F)n2nc(CCCO)nc2N1 (configuration not stated) | . | -10.4% | 25.1%
Cc1nnc(SCC(=O)N2CCOCC2)n1C | 2.1% | 5.2% | 8.2%
COc1ccccc1NC(=O)C1CCN(C(=O)C2CC(=O)N(c3ccc(C)cc3)C2)CC1 (configuration not stated) | . | -10.8% | -22.2%
Cc1ncc([N+](=O)[O-])n1CCN1C(=O)c2ccccc2C1=O | . | -1.4% | 0.5%
COC(=O)C1=CN(c2ccc(N3CCOCC3)cc2)C(N)=C(C#N)C1c1cccc(F)c1 (configuration not stated) | . | 8.2µM* | ?
CCN(CC(=O)NCc1cccs1)C(=O)c1ccc(S(=O)(=O)Nc2ccccc2OC)cc1 | -2.6% | -14.0% | -11.9%
CCOC(=O)N(NC(=O)C(O)(C(C)C)C(C)C)c1ccccc1 | 0.0% | -11.3% | 0.1%
CCn1nc(C)cc1C(=O)Sc1ccc(C)cc1 | . | ? | ?
CCN(CC)c1ccc(NC(=O)Cn2c(C(C)NC(=O)c3ccc(C)cc3)nc3ccccc32)cc1 (configuration not stated) | . | -6.8% | 10.2%
O=C(Nc1ccc(C(=O)N2CCCC2)cc1)C1CCCCC1 | . | -4.7% | -2.7%
CSCc1ccc(C(=O)N2CCC(N3CCC(C(=O)NC(C)C)CC3)CC2)o1 | 6.0%[56.1 µM] | -1.2% | 4.8%
COc1ccc(CNC(=O)c2cnc(N(C)C)nc2)cc1 | 3.8% | ? | 0.1%

Carrying on.
SMILES | TDP1 block | TDP1 cell noCPT | DT40 TDP1 CPT
COC(=O)C1=C(C)N(CCc2c[nH]c3ccccc23)C(=O)C1 | -2.7% | ? | 0.8%
Cc1ccccc1NC(=O)c1c(C)oc2ccc(O)c(CN3CCOCC3)c12 | -6.1% | 23.1µM* | 20.6µM*
Cc1ccc(NC(=O)COc2ccccc2C(=O)NCCc2ccccc2)cc1 | 0.9% | ? | -3.5%
O=S(=O)(NCCc1ccccn1)c1cc(Cl)cc(Cl)c1O | 0.3%[56.1 µM] | 12.2% | 0.8%
C=CCn1c(SCc2c(C)noc2C)nc2sc3c(c2c1=O)CCC(C)C3 (configuration not stated) | 3.2% | 16.4µM* | 14.6µM*
O=C(/C=C/c1ccccc1[N+](=O)[O-])NCc1ccc(Cl)cc1 | -2.4% | -16.8% | -0.7%
CCn1cc(S(=O)(=O)c2ccc(C)cc2C)c(=O)c2cc(F)c(N3CCCCC3)cc21 | 0.0% | 23.1µM* | ?
Cc1ccc(-n2c(-c3ccc(Cl)cc3)n[nH]c2=S)c(C)c1 | . | -5.4% | -6.6%
CCOC(=O)C(CCSC)NC(=O)CN (configuration not stated) | 3.1% | -2.1% | 1.9%
COc1ccc(CN2C(=O)c3cccnc3C2O)cc1 (configuration not stated) | -9.1% | -4.3% | -8.7%
CCN(CC)S(=O)(=O)c1ccc(OC)c(NC(=O)C2CC(=O)N(c3ccc4c(c3)OCCO4)C2)c1 (configuration not stated) | 2.3% | -27.6% | -11.4%
Cc1cc(C)nc(NS(=O)(=O)c2ccc(NC(=O)COc3ccc(C(C)(C)C)cc3)cc2)n1 | . | ? | ?
Cc1cc(C)nc(SCC(=O)N/N=C/c2ccc3c(c2)OCO3)n1 | 1.7% | -2.1% | 14.5%
COc1ccc(CCC(=O)N2CCN(C(=O)c3ccccc3)CC2)cc1 | . | 9.8% | -1.9%
O=C(CSc1nc(NS(=O)(=O)c2ccccc2)cc(=O)[nH]1)Nc1cccc(C(F)(F)F)c1 | 1.5% | -5.5% | 2.8%
CC(C)(C)C(=O)Cn1ncc(Cl)c(Cl)c1=O | 6.3% | 10.3µM* | 16.4µM*
Cc1cccc(S(=O)(=O)NC(=O)C2(C)CCN2C(=O)c2ccccc2CCc2ccccc2)c1 (configuration not stated) | . | + | ?
CCc1nn2c(=O)c(S(=O)(=O)Nc3ccc(OC)c(Cl)c3)c(C)nc2s1 | -8.5%[12.3 µM] | ? | -27.2%
COc1ccc(-n2c(C)c(C(C)=O)c3cc(OC(C)=O)ccc32)cc1 | . | 7.31µM* | 5.17µM*
Nc1nc(NC(=O)c2cccc(S(=O)(=O)N3CCCCCC3)c2)nc(-c2ccccc2)n1 | 0.0% | ? | ?
Cn1nnnc1SCC(=O)Nc1ccc(Oc2ccc(Cl)cc2)cc1 | 0.0% | -25.7% | ?
COc1cc([N+](=O)[O-])ccc1NC(=O)/C=C\C(=O)O | -3.7% | -16.6% | -2.6%
COc1ccc(N2CCN(C3CCCN(Cc4ccc(F)c(F)c4)C3)CC2)cc1 (configuration not stated) | . | ? | ?
CCCCNC(=S)Nc1ccc(F)cc1 | 6.3% | -12.1% | 10.4%

Part of the list above in order of SMILES length, high to low.
SMILES | TDP1 block | TDP1 cell noCPT | DT40 TDP1 CPT
CCN(CC)S(=O)(=O)c1ccc(OC)c(NC(=O)C2CC(=O)N(c3ccc4c(c3)OCCO4)C2)c1 (configuration not stated) | 2.3% | -27.6% | -11.4%
O=C(CSc1nc(NS(=O)(=O)c2ccccc2)cc(=O)[nH]1)Nc1cccc(C(F)(F)F)c1 | 1.5% | -5.5% | 2.8%
Cc1cccc(S(=O)(=O)NC(=O)C2(C)CCN2C(=O)c2ccccc2CCc2ccccc2)c1 (configuration not stated) | . | + | ?
Nc1nc(NC(=O)c2cccc(S(=O)(=O)N3CCCCCC3)c2)nc(-c2ccccc2)n1 | 0.0% | ? | ?
CCc1nn2c(=O)c(S(=O)(=O)Nc3ccc(OC)c(Cl)c3)c(C)nc2s1 | -8.5%[12.3 µM] | ? | -27.2%
COc1ccc(N2CCN(C3CCCN(Cc4ccc(F)c(F)c4)C3)CC2)cc1 (configuration not stated) | . | ? | ?
COc1ccc(-n2c(C)c(C(C)=O)c3cc(OC(C)=O)ccc32)cc1 | . | 7.31µM* | 5.17µM*
Cc1cc(C)nc(SCC(=O)N/N=C/c2ccc3c(c2)OCO3)n1 | 1.7% | -2.1% | 14.5%
Cn1nnnc1SCC(=O)Nc1ccc(Oc2ccc(Cl)cc2)cc1 | 0.0% | -25.7% | ?
CC(C)(C)C(=O)Cn1ncc(Cl)c(Cl)c1=O | 6.3% | 10.3µM* | 16.4µM*
COc1ccc(CN2C(=O)c3cccnc3C2O)cc1 (configuration not stated) | -9.1% | -4.3% | -8.7%
CCCCNC(=S)Nc1ccc(F)cc1 | 6.3% | -12.1% | 10.4%
